AI-2 QS mod – modulators of Vibrio harveyi AI-2 quorum sensing system. 0.4% of 300,000 active. activity change, % at 7.5 µM. Vibrio harveyi JMH597 AI-2 luminescence/OD600 ratio, 9 h; active compounds read low; strain lacks LuxN and CqsS sensors; 0 = neutral-control median. AID 2094; in the data active = activity change below about -75%, passing the limit was not always enough; inconclusive = no clear call, values can overlap the other calls;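 also: luminescence divided by OD600 gain over 9 h not by final OD600 alone; inactives centre near 13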
GSK3beta inhib – human GSK3beta kinase inhibition; P49841; GST-GSK3beta kinase, ADP-Glo luminescence, 60 min; active compounds read low; activity score (negative = inhibition), % at 10 µM; 0.038% of 300,000 active; AID 2097;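 active = more than half of replicate wells score below -50%, meaning over 50% inhibition versus plate controls; inconclusive = some replicates but at most half score below -50%; inactive = no replicate scores below -50%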;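 also: 0% = median DMSO wells and -100% = median GW8510 positive control wells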
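Assay system: GST-tagged human GSK3beta kinase, cell-free; Input: 1.6 ng GSK3beta; Medium: Tris/MgCl2 kinase buffer; Timing: 60 min enzyme reaction, room temperature; Signal: ADP-Glo luminescence quantifying ADP generated by kinase; Evaluation: score relative to plate controls; Benchmarks: DMSO neutral wells and GW8510 at 20 µM as positive.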
HDAC3 inh – blocks human histone deacetylase 3; 0.15% of 320,000 active; recombinant HDAC3, fluorogenic peptide/trypsin coupled, fluorescence; inhibition, % at 8.3 µM; O15379; in the data active = inhibition above about 26%, passing the limit was not always enough; inconclusive = no clear call, values can overlap the other calls
Target sequence (O15379 whole entry, looked up): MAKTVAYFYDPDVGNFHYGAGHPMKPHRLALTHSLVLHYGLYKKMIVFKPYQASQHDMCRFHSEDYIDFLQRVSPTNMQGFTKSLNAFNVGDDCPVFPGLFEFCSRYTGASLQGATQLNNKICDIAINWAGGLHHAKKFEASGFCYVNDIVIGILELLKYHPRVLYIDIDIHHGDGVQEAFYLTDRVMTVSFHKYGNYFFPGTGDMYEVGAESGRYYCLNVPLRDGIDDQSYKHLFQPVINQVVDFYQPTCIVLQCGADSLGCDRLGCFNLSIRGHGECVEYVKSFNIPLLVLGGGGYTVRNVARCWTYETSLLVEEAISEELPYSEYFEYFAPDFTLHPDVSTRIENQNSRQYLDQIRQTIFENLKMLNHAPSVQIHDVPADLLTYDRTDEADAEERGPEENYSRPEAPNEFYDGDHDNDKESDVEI
HSF1 inhib – HSF1 inhibition | AID 2098 | activity change, negative = inhibition, % at 7.5 µM (by protocol) | 0.77% of 300,000 active | NIH3T3-HGL HSE-luciferase, MG132-induced, luminescence 8 h; active compounds read low;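 active = more than half of replicate wells show activity change below -50%, luminescence cut by over half; inconclusive = some wells, but at most half, below -50%; inactive = no replicate well below -50%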;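 also: luciferase reports HSF-1 transcriptional activity via heat shock element; 0% = median of DMSO wells and -100% = zero luminescence signal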
GSK3 alpha inh – inhibitors of human GSK-3 alpha kinase; ADP-Glo luminescence, 60 min; inhibition, % at 10 µM; 0.1% of 320,000 active;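 in the data active = inhibition above about 50%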;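 also: GST-tagged GSK-3 alpha with peptide substrate and 25 µM ATP; 0% = DMSO neutral wells and 100% = GW8510 positive control wells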
Target sequence (P49840 whole entry, looked up): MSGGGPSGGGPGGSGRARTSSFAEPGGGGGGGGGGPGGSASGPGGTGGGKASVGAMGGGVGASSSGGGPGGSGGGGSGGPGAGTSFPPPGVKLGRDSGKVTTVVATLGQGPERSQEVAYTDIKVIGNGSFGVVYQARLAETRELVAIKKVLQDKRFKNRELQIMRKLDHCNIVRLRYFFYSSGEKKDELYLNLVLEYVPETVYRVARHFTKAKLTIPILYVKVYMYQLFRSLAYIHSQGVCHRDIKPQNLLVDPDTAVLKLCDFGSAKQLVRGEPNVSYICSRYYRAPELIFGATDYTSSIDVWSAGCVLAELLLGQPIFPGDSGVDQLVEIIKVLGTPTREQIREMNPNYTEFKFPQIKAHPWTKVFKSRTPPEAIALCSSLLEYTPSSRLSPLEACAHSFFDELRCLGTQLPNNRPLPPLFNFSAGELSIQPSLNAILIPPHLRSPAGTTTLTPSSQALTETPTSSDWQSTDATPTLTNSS
HSP90 refold inh – inhibitors of HSP90 luciferase refolding in rabbit reticulocyte lysate. luciferase refolding luminescence, 3 h. inhibition, % at 5.6 µM. 0.91% of 290,000 active;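 active = inhibition above the screen-wide mean plus 3 SD, computed separately per campaign, cut at about 16% in these data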;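 also: 0% = DMSO wells and 100% = 60 µM geldanamycin wells; inhibitors lower the luminescence because luciferase stays unfolded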
Dyrk1A ADPGlo – inhibitors of rat Dyrk1A kinase; Q63470; ADP-Glo luminescence, NFATc1 peptide; inhibition, % at 12.5 µM; 0.43% of 310,000 active; AID 504441; in the data active = inhibition above about 50%;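 also: plate controls were vehicle with enzyme for no effect and no enzyme for full effect; many of its hits are not listed in these tables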
HSF1 activator – increases HSF-1 driven luciferase reporter signal. 1.7% of 300,000 active. activation, % at 9 µM. NIH3T3-HGL HSF-1 luciferase reporter, MG132, 8 h; 100% = twice DMSO control signal;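 active = mean replicate activation of at least 50% with a set share of replicates each reaching 50%; inconclusive = only one of those two conditions met; inactive = mean below 50% and too few replicates reaching it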;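 also: 0% = median of the neutral control wells and 100% = twice that signal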
Platelet DG rel – platelet dense granule release activity; human platelet-rich plasma, SFLLRN dense granule ATP release, luminescence; inhibition, %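 (compounds screened at 7.5 µM in platelet-rich plasma)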; 0.22% of 300,000 active;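 active = mean replicate score, as percent of positive control, at or above 50; inconclusive = mean below 50 but at least one replicate at or above 50; inactive = mean and every replicate below 50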
PolyA inhibitor – inhibitors of polyadenylation in S. cerevisiae; S. cerevisiae SKY197-pL101 polyadenylation reporter, beta-gal luminescence; efflux-impaired pdr1/pdr3 knockout yeast; score 100 = 6 SD above DMSO; calls only at 12 µM; 0.02% of 300,000 active; AID 1875;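 active = lowest replicate activity score at least 50, where 100 means six control SD above control mean; inconclusive = lowest score under 50 but half or more replicates reach 50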;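 also: yeast exposed to compound for 9 h at 30 °C; higher score means more reporter readthrough which indicates perturbed polyadenylation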
Starred values were filed as active, the others as inactive; i = inactive; u = inconclusive; x = not tested or not shown.

SMILES	AI-2 QS mod	GSK3beta inhib	HDAC3 inh	HSF1 inhib	GSK3 alpha inh	HSP90 refold inh	Dyrk1A ADPGlo	HSF1 activator	Platelet DG rel	PolyA inhibitor
CC(C)[C@H](NC(=O)c1cccc(CN(Cc2ccccc2)C(=O)c2ccccc2)c1)C(=O)O	26	0	2	-12	1	x	-17	-18	-4	i
CCOc1ccccc1-c1nc2c([nH]1)c(=O)n(C)c(=O)n2C	2	-3	-12	0	1	0	-1	-3	8	i
O=C(CNS(=O)(=O)c1ccc(Br)cc1)NCc1ccncc1	24	-3	3	9	-3	-2	3	50	-1	i
Cn1nc(-c2ccccc2)c(C(=O)NCC(=O)O)c1Cl	17	4	-1	-6	-2	-2	-6	-1	6	i
O=C(COc1ccc(Cl)cc1)NCc1nnc(SCC(=O)Nc2ccccc2)o1	12	-1	-3	11	1	37*	-4	1	-18	i
Cc1cc(=O)oc2cc(OC(=O)CCN3C(=O)c4ccccc4C3=O)ccc12	26	0	-9	2	0	-1	8	4	5	i
O=C(CCCN1C(=O)c2ccccc2C1=O)Oc1ccc(Cl)cc1	6	3	3	-1	-1	1	-5	-1	x	i
C=CCn1c(CSc2ccc(C)cc2)n[nH]c1=S	15	2	2	-2	-2	1	0	1	-1	i
CCOc1cc(/C=C/C(=O)c2ccc(O)cc2)ccc1OCC(=O)N(C)C	20	0	3	28	0	-3	13	18	11	i
COc1ccc(C(=O)CCC(=O)N2CCN(c3ccc([N+](=O)[O-])cc3)CC2)cc1	22	-1	-1	1	0	1	4	4	-3	i
O=C(/C=C/c1cccc([N+](=O)[O-])c1)N1CCOCC1	9	1	-9	-23	-3	0	0	-36	1	i
CCOc1ccc(-c2cc(NC(=O)Cn3ncc4c3-c3ccccc3OC4)on2)cc1OCC	15	1	0	-4	-2	-1	3	10	2	x
Nc1cccc2c1C(=O)N(CCOc1ccccc1F)C2=O	23	0	-7	70	3	30*	3	u	6	i
c1ccc(-n2c(-c3cccs3)nc3nc4ccccc4nc32)cc1	18	-1	-2	-9	-1	1	-8	-15	-1	i
CC(=O)c1cc2c(cc1NC(=O)CSc1nc3ccc(C)cc3[nH]1)OCO2	28	0	2	17	-7	0	11	40	2	i
Cc1ccc(NC(=O)c2cc(Cl)ccc2[N+](=O)[O-])cc1C	21	-1	-3	-5	-2	-2	-6	-1	25	i
Cc1ccc(S(=O)(=O)c2ncccc2N)cc1	u	-3	-8	-1	-3	-2	x	-3	1	i
COc1ccc(-c2csc(NC(=O)Cc3cc(OC)c(OC)c(OC)c3)n2)cc1OC	15	1	-2	-1	2	-1	-1	1	3	i
CC(C)Cc1nc(SCC(=O)Nc2ccc(S(N)(=O)=O)cc2)n[nH]1	19	2	4	-4	1	-4	6	0	2	i
O=C(c1cc(Cl)ccc1[N+](=O)[O-])N1CCc2ccccc2C1	4	3	-1	6	2	-2	1	-5	10	i
COc1ccc2oc(C(=O)NCC3CCCO3)c(C)c2c1 (stereo not given)	3	3	-3	15	1	-1	11	27	-3	i
Cc1cc(C)cc(C(=O)NCC(=O)OCC(=O)c2cc(C)n(CC(F)(F)F)c2C)c1	1	3	-5	2	0	5	3	16	-5	i
NC(=O)CC(NC(=O)c1ccccc1)c1ccc(NCc2ccc(F)c(F)c2)c([N+](=O)[O-])c1 (stereo not given)	10	1	15	9	11	-1	-3	8	-10	i
Cc1cc(C)n(-c2nc(NCCN(C)C)c3c4c(sc3n2)CCCC4)n1	16	-16	0	-3	7	2	-2	-10	12	i
C1CCc2nnc(-c3nnc4n3CCCCC4)n2CC1	7	-1	-9	-2	x	2	5	-10	-2	i

Following part:
SMILES	AI-2 QS mod	GSK3beta inhib	HDAC3 inh	HSF1 inhib	GSK3 alpha inh	HSP90 refold inh	Dyrk1A ADPGlo	HSF1 activator	Platelet DG rel	PolyA inhibitor
CCc1nc(N=C(N)N)nc2ccccc12	34	0	-4	-6	-1	0	x	-6	-7	i
COc1cc(/C=C2/NC(=O)N(Cc3ccccc3F)C2=O)cc(OC)c1O	7	-2	5	13	0	-2	-7	21	-10	i
CC(C)(Oc1ccc(Cl)cc1)C(=O)Nc1ccc(S(=O)(=O)Nc2ncccn2)cc1	4	1	-1	2	-3	-2	1	10	-4	i
c1ccc2c(c1)CC(N1CCCCC1)c1ccccc1S2 (stereo not given)	33	3	2	2	-1	x	-2	-4	6	i
N#Cc1ccc(Cl)cc1NC(=O)COC(=O)[C@H](CCC(N)=O)NC(=O)c1ccc(F)cc1	24	1	1	-6	0	-3	-2	4	14	i
COCCN(Cc1ccccc1)C(=O)c1cc(S(=O)(=O)N2CCCCCC2)ccc1OC	12	1	-3	4	0	x	15	8	1	i
CSc1nc2ccccc2cc1/C=C(\C#N)c1ccc(Cl)cc1Cl	1	2	-1	-1	-4	2	-6	11	-11	i
CC(C)OC(=O)c1ccc(N2CCN(c3ccccc3F)CC2)nc1	26	0	-5	-7	-3	-1	0	-3	8	i
Cc1ccc(C(=O)c2c3ccc(C(F)(F)F)cc3[n+]([O-])n2CCC(N)=O)cc1	6	-3	15	-19	6	-3	27	-18	-1	i
O=C(Nc1cc([N+](=O)[O-])ccc1N1CCOCC1)c1ccco1	-22	0	-3	-10	-2	0	16	7	6	i
Cc1oc2cc3oc(=O)c(CC(=O)NCCC(=O)O)c(C)c3cc2c1C	13	0	x	-7	x	-4	8	-31	-4	i
COC(=O)c1ccc(-c2ccco2)n1Cc1ccccc1Cl	1	2	0	-5	-3	5	-3	7	-2	i
NC(=O)CC[C@@H]1NC(=O)[C@H](CO)NC(=O)c2cc([N+](=O)[O-])cc(I)c2NCC[C@@H](C(N)=O)NC1=O	8	-1	1	1	0	-2	-10	-11	1	i
CC1CCCCC12NC(=O)N(CC(=O)Nc1ccccc1N1CCOCC1)C2=O (stereo not given)	1	1	0	-2	0	5	-1	-1	3	i
O=C(NN=C1CCCC1)c1cc(Cl)cc(Cl)c1O	24	0	-23	-6	-4	0	x	-3	-4	i
CC1(C)CC(=O)c2cn3c(nc2C1)nc1ccccc13	12	3	3	-7	0	-2	8	-7	-1	i
CC(CN1CCCC1)OC(=O)c1cccc(F)c1 (stereo not given)	-2	0	1	-1	-4	1	3	1	0	i
Cc1ccc(-c2ccc(CCC(=O)O)n2-c2cccc(O)c2)cc1	10	2	2	6	-3	4	-2	35	-7	i
N#C/C(=C(/O)COC(=O)c1ccc(O)cc1)c1nc2ccccc2[nH]1	13	1	x	-2	1	5	21	3	-13	i
O=Cc1nc(-c2ccc(Cl)cc2)n2ccccc12	27	-4	-2	0	-3	6	0	-7	-1	i
O=c1[nH]cnc2ccsc12	24	-2	2	-5	-1	-3	1	8	5	i
COC(c1ccccc1)c1nnc(CCC(=O)N2CCN(Cc3cccs3)CC2)o1 (stereo not given)	5	3	3	-3	1	2	-4	20	2	i
CC(=O)N1CCN(C(=O)c2cc(-c3cccc4ccccc34)nc3ccccc23)CC1	20	0	-1	-3	-4	1	-4	0	-8	i
COc1ccc(C(C(=O)NCCC(C)C)N(CCCO)C(=O)c2snc(C(N)=O)c2N)cc1OC (stereo not given)	10	-3	5	-7	0	2	-5	-10	-9	i
COc1ccc2nc(Nc3nc(CSc4nc5ccccc5s4)cc(=O)[nH]3)nc(C)c2c1	2	4	8	-4	2	x	x	-4	-4	i

Other entries.
SMILES	AI-2 QS mod	GSK3beta inhib	HDAC3 inh	HSF1 inhib	GSK3 alpha inh	HSP90 refold inh	Dyrk1A ADPGlo	HSF1 activator	Platelet DG rel	PolyA inhibitor
CCOC(=O)Cc1cc(=O)n2[nH]c(C)c(-c3ccccc3OC)c2n1	9	-3	-3	0	-1	0	8	4	-2	i
Cc1oc(-c2ccccc2Cl)nc1CN1CCCCC1CO (stereo not given)	20	1	11	-5	-2	4	-3	4	-2	i
CCC(C)c1ccccc1NC(=O)COC(=O)C1=COCCO1 (stereo not given)	21	2	-4	3	-6	1	-4	-7	1	i
COc1ccc(-c2nnc3ccc(SC(C(C)=O)C(C)=O)nn23)cc1OC	22	3	4	-3	1	-1	5	12	-3	i
CC(C)(C)NC(=O)CSc1nnc(Cc2ccc3c(c2)OCO3)n1C1CCCCC1	19	0	3	5	0	2	0	-5	-2	i
Cc1cccc(NC2=CC(=O)CC(C)(C)C2)c1C	8	0	2	10	0	2	-1	14	9	i
O=C(CN1C(=O)c2ccccc2C1=O)c1ccccc1	25	-1	-10	0	0	-2	-5	31	-13	i
COc1ccc(N2CCN(C(=O)C(Cc3ccccc3)n3cccc3)CC2)cc1 (stereo not given)	1	-1	8	2	0	2	1	-11	28	i
COC(=O)c1cc(N2CCN(C)CC2)nc2ccccc12	25	0	-1	-6	0	-3	x	-4	-10	i
Cc1noc(C)c1CSc1nnc(-c2ccncc2)n1-c1ccc(Cl)c(Cl)c1	18	3	0	3	0	-1	1	-9	1	i
O=C(OCc1ccccc1Cl)c1ccccc1C(=O)c1ccccc1	4	0	-8	10	-1	1	12	16	-9	i
CNc1c(NS(=O)(=O)c2ccc(Cl)cc2)c(=O)oc2ccccc12	5	2	-1	7	-2	-4	1	-2	-1	i
CCN1CCN(C(=O)CSCc2nc(-c3ccc(OC)c(OC)c3)oc2C)CC1	97	-2	-8	1	x	1	4	16	-9	i
CCC(C)(C)n1nnnc1CN1CCC(O)(c2cccc(C(F)(F)F)c2)CC1	2	-4	-1	-2	3	-3	-4	-18	-20	i
Oc1ccccc1N1CCN(c2ccc3ccccc3n2)CC1	-4	2	3	27	-4	-2	4	40	-4	i
COc1cccc(/C=N/n2c(COc3ccccc3)n[nH]c2=S)c1OC	17	-2	-1	-2	8	-2	3	-9	-1	i
CCOCCN1CCN(C(=O)CN2CCCC2=O)CC1	20	0	-1	-3	0	5	4	6	8	i
O=C(c1ccccc1)N1CCc2ccccc21	1	-3	-1	-5	-3	0	-1	-8	-14	i
O=C(Nc1cccc(O)c1)c1cccc(S(=O)(=O)N2CCCCCC2)c1	0	6	x	10	x	2	-7	30	2	i
Cc1ccc(N(CC(=O)NCc2ccccc2)C(=O)CCC(=O)Nc2nccs2)cc1	29	6	6	2	-2	-1	1	0	-47	i
Cc1ccc(OC(=O)c2ccc3snnc3c2)cc1	-1	0	-2	9	0	0	x	18	-3	i
COc1ccc2[nH]c(C)c(CCN(Cc3cccs3)C(=S)Nc3ccc(F)cc3)c2c1	10	2	-4	1	1	0	7	10	15	i
Cc1ccccc1CC1(CO)CCCN(C(=O)c2cc(-c3ccccc3)no2)C1 (stereo not given)	35	1	-2	4	-3	1	-51	13	0	i
C#CCSc1nc2[nH]ncc2c(=O)[nH]1	35	-2	0	1	-3	4	3	3	-8	i
CCOC(=O)Cc1cc(-c2ccc(O)cc2)nc2ccc3ccccc3c12	26	-1	-1	12	0	0	x	12	-1	i
COC(=O)c1cc(Nc2cc(C)c3ccc(O)cc3n2)cc(C(=O)OC)c1	2	2	2	0	-4	-8	16	-5	0	i

Assay outcomes as filed in PubChem BioAssay.

Not all compounds are listed (hit frequency here may not be typical).
